NLRP3 yeast inh: inhibitors of NALP3 inflammasome in yeast | Yeast reconstituted NLRP3/ASC/caspase-1, beta-gal luminescence, 24 h | inhibition, % at 10 µM | 330,000 compounds, 0.39% hits;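 active means inhibition of 50% or more; inactive means inhibition below 50%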;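 further: plate controls were induced DMSO wells for no effect and uninduced yeast grown without galactose for full effect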
A3G deaminase: APOBEC3G (human) deaminase inhibition | Q9HC16 | recombinant A3G, ssDNA deamination FAM/TAMRA fluorescence | inhibition, % at 20 µM | 330,000 compounds, 0.28% hits | AID 493012;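 active means inhibition of at least 40% at 20 µM, with no more than 30% in the related APOBEC3A deaminase screen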;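 further: plate controls were DMSO wells with A3G for no effect and wells lacking A3G enzyme for full effect; some compounds called inactive have numbers as strong as hits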
Target sequence (Q9HC16 whole entry, looked up): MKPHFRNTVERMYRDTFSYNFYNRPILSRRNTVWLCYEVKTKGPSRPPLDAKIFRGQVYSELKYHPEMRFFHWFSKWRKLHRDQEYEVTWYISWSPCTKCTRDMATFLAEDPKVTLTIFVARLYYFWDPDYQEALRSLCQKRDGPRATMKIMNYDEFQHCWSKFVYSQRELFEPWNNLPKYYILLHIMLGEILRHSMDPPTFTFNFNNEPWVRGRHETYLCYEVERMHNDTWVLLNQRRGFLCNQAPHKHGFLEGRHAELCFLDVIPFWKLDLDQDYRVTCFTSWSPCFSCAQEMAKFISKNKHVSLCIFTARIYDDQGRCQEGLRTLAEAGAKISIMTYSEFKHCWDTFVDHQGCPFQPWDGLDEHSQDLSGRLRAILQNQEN
hIAP act: increases human intestinal alkaline phosphatase activity | P09923 | purified human IAP, CDP-Star luminescence, 30 min; active compounds read high; 1 = vehicle-only enzyme, 0 = enzyme-free background | activation factor at 10 µM | 330,000 compounds, 0.16% hits | AID 2524;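 active means activation factor of the enzyme at least 2-fold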; further: the source names both 10 and 20 µM as test concentration; values of inactives mirror those of a sister screen read the other way
mIAP block: blocks mouse intestinal alkaline phosphatase. purified mouse IAP, CDP-Star luminescence, 30 min. inhibition, % at 10 µM. 330,000 compounds, 0.2% hits;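 active means inhibition of at least 40% at 10 µM in the primary screen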;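 further: plate controls were DMSO with enzyme for no effect and no enzyme wells for full effect; values of inactives mirror those of a sister screen read the other way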
SENP1 FRET inh: inhibitors of human SENP1 SUMO protease catalytic domain; 360,000 compounds, 0.21% hits; inhibition, % at 10 µM; Q9P0U3; recombinant SENP1 catalytic domain, CyPet-SUMO1-YPet FRET cleavage;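 active means inhibition at least 30% at 10 µM, raw YFP signal under a set limit, fluorescence ratio 0.5 to 1.5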;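 further: 0% = enzyme with DMSO and 100% = no enzyme wells; some results filed as inactive read as strong as hits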
Target sequence (Q9P0U3 419-644 limits assumed): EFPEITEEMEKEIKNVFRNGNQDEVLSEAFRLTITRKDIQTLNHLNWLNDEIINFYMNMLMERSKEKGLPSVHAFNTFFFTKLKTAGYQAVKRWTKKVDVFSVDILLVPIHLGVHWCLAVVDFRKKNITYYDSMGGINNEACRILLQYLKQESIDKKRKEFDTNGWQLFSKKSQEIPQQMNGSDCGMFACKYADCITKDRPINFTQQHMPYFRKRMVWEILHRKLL
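Test system: human SENP1 catalytic domain; medium: Tris pH 8 buffer plus EDTA, NaCl, BME, BSA, NP40, catalase; incubation: 50 min reaction at room temperature; technique: FRET, CFP and YFP emission; controls: no-enzyme low control and enzyme-plus-DMSO high control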
mIAP act: increases mouse intestinal alkaline phosphatase activity. muIAP, CDP-Star luminescence, 30 min; active compounds read high; 1 = vehicle-only enzyme signal, 0 = enzyme-free wells. activation factor at 10 µM. 330,000 compounds, 0.24% hits. AID 2805;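 active means activation factor of at least 2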; further: the source names both 10 and 20 µM as test concentration; values of inactives mirror those of a sister screen read the other way
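Assay system: mouse IAP enzyme; reagent: chemiluminescent substrate CDP-Star; dosing: test compounds delivered from DMSO solution; schedule: 30 min at room temperature; measured by: luminescence from enzymatic CDP-Star hydrolysis; controls: DMSO-only wells and no-enzyme negative control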
MIN6 prolif: inducers of beta-cell replication in MIN6 cells. MIN6 cells proliferation, ATPlite luminescence, 48 h; cells starved in 0.2% serum; 100% = growth in 10% serum. proliferation, % at 10 µM. 330,000 compounds, 0.29% hits. AID 2380;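 active means compounds whose signal lies at least 3.5 SD above the mean of all wells on their plate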;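 further: 0% = DMSO-treated cells in low-serum medium and 100% = 10% serum control; some compounds called inactive have numbers as strong as hits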
hIAP inh: human IAP inhibition | 330,000 compounds, 0.12% hits | inhibition, % at 10 µM | purified IAP, CDP-Star luminescence, 30 min | P09923 | AID 2544;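 active means inhibition reaching a set limit with compound at 10 µM in the primary screen, cut at about 35% in these data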;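 further: plate controls were DMSO wells with enzyme for no effect and no-enzyme buffer wells for full effect; values of inactives mirror those of a sister screen read the other way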
A3A deaminase: human APOBEC3A DNA deaminase inhibition; P31941; recombinant A3A, FAM/TAMRA ssDNA deamination fluorescence; inhibition, % at 20 µM; 330,000 compounds, 0.41% hits; AID 493011;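 active means at least 40% inhibition at 20 µM here, with at most 30% in a related deaminase screen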;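 further: plate controls were A3A with DMSO for no effect and wells lacking A3A enzyme for full effect; some results filed as inactive read as strong as hits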
Target sequence (P31941 whole entry, looked up): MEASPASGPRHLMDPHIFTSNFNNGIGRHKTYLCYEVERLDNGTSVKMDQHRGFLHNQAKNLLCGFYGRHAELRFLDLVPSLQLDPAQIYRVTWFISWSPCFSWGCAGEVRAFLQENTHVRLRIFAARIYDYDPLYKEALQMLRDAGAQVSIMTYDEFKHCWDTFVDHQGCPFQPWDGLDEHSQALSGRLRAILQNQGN
* hit, by the source's call. Only part of the results is shown, so the mix of outcomes need not match the whole.

smiles,NLRP3 yeast inh,A3G deaminase,hIAP act,mIAP block,SENP1 FRET inh,mIAP act,MIN6 prolif,hIAP inh,A3A deaminase
COc1cccc(CC(=O)OCC(=O)c2cc(OC)c(OC)c(OC)c2)c1,-8,-3,1.1,5,-2,0.95,0,-11,-3
CC(C)NC(=O)c1ccc(NC(=O)CC2SC(N3CCCC3)=NC2=O)cc1 (stereo not given),8,-9,0.86,3,0,0.97,-2,14,-2
Cc1ccc(S(=O)(=O)N2CCN(CC(=O)NCC3(N4CCOCC4)CCCCC3)CC2)cc1,13,-6,1.2,2,-2,0.98,3,-16,14
O=C(N/N=C/c1cccnc1)c1cccc(NC(=O)c2cccc(Br)c2)c1,6,-6,0.94,3,-3,0.97,-1,6,-4
O=C(Nc1cc(Br)c(O)c(Br)c1)c1cccc(NC(=O)c2ccco2)c1,24,-7,0.9,0,-1,1,1,10,-3
Cc1ccc(S(=O)(=O)N2CCN(C(=O)CCC(=O)NCCc3ccc(S(N)(=O)=O)cc3)CC2)c(C)c1,0,0,1.1,8,2,0.92,1,-9,4
CC12CC3(C)CC(C)(C1)CC(C(=O)NC(=S)N1CCCC1)(C2)C3,24,-12,1.2,1,-1,0.99,-1,-18,-4
Cc1cccc2cc(C(c3nnnn3C(C)(C)C)N(Cc3ccco3)CC3CCCO3)c(=O)[nH]c12 (stereo not given),2,3,0.87,9,1,0.91,1,13,5
CCOc1cnc(C(=O)NNC(=O)c2ccccc2Br)o1,-6,-2,1.2,16,2,0.84,-3,-16,-1
Cc1ccccc1NC(=O)c1ccc(OCC(=O)Nc2ccccc2F)cc1,30,-10,1.1,-4,2,1,-5,-10,-2
COc1ccccc1NS(=O)(=O)c1cc(C(=O)NCC(c2ccco2)N2CCCCC2)ccc1C (stereo not given),-2,-7,0.94,0,-4,1,-2,6,-4
O=C(CSc1nccc(=O)[nH]1)Nc1ccccc1Sc1ccccc1,10,1,0.95,2,0,0.98,-1,5,-1
Cc1cc(=O)oc2cc(NC(=S)NCc3cccnc3)ccc12,14,-10,1.1,-12,-2,1.1,3,-7,-5
C=CCOc1ccc(CN(C)CC(O)COc2ccc(CCC(C)=O)cc2)cc1 (stereo not given),15,-8,1,9,2,0.91,0,-1,-1
O=C(O)CCSc1nnc(SCC(=O)NC2CCS(=O)(=O)C2)s1 (stereo not given),15,-9,1.2,-6,3,1.1,1,-15,-2

3 records drawn at random from the list so far, as already listed:
smiles,NLRP3 yeast inh,A3G deaminase,hIAP act,mIAP block,SENP1 FRET inh,mIAP act,MIN6 prolif,hIAP inh,A3A deaminase
COc1ccccc1NS(=O)(=O)c1cc(C(=O)NCC(c2ccco2)N2CCCCC2)ccc1C (stereo not given),-2,-7,0.94,0,-4,1,-2,6,-4
CC12CC3(C)CC(C)(C1)CC(C(=O)NC(=S)N1CCCC1)(C2)C3,24,-12,1.2,1,-1,0.99,-1,-18,-4
Cc1cccc2cc(C(c3nnnn3C(C)(C)C)N(Cc3ccco3)CC3CCCO3)c(=O)[nH]c12 (stereo not given),2,3,0.87,9,1,0.91,1,13,5

Other records.
smiles,NLRP3 yeast inh,A3G deaminase,hIAP act,mIAP block,SENP1 FRET inh,mIAP act,MIN6 prolif,hIAP inh,A3A deaminase
CCCCOc1ccc(C(=O)NCC(=O)NCC2CCCO2)cc1 (stereo not given),6,-4,1.1,-9,0,1.1,2,-13,-3
NC(=O)c1ccc(NC(=O)CCN=C2NS(=O)(=O)c3ccccc32)cc1,-1,3,0.91,0,2,1,-1,9,1
Cc1sc2ncnc(SCC(=O)NNC(=O)COc3cccc4ccccc34)c2c1C,6,1,1.6,10,3,0.9,-5,-55,0
CC(C)C(=O)Nc1nnc(SCC(=O)NCc2cccs2)s1,-10,0,0.91,-2,4,1,3,9,0
COc1cccc(S(=O)(=O)N2CCOCC2)c1,3,-3,1,-2,1,1,-2,-2,-1
NS(=O)(=O)c1ccc(C(=O)Nc2ccc(-c3nc4cccnc4s3)cc2)cc1,3,-5,1.3,5,-21,0.95,-1,-27,0
O=C(CSc1ccc(Cl)cc1)N1CCN(c2c(Cl)cccc2[N+](=O)[O-])CC1,26,-3,0.88,7,0,0.93,-6,12,-2
O=C(c1ccc(F)cc1)C1CCN(C(=O)NCc2ccccc2)CC1,1,-6,0.94,1,1,0.99,-1,6,-1
CCOc1ccccc1N1CCN(C(=O)c2cn(CC3CCCCC3)nn2)CC1,-3,-5,1.2,0,3,1,-1,-17,-2
Cc1ccc(-c2csc3ncn(CC#N)c(=O)c23)cc1C,15,8,0.96,0,-24,1,-3,4,15
CCn1cc(CNC(=O)C2CCC(=O)N(Cc3ccccc3F)C2)cn1 (stereo not given),20,6,0.82,2,2,0.98,-3,18,1
O=[N+]([O-])c1cccc(S(=O)(=O)N2CCCCCC2)c1,-8,-7,0.9,-3,-2,1,-2,10,5
COc1ccc(C(=O)N/C(=C\c2ccccc2)C(=O)Nc2ccc(C(=O)O)cc2)cc1,13,-6,1,8,0,0.92,-3,-4,-1
Cc1c(C(=O)NCc2ccco2)oc2ccccc12,9,-9,0.9,6,0,0.94,0,10,-3
Cn1cc(CC(=O)N2CCN(c3ccccc3F)CC2)c2ccccc21,25,-11,1,-4,-3,1,-1,-4,-4

As entered above.
Entry for `NC(=O)c1ccc(NC(=O)CCN=C2NS(=O)(=O)c3ccccc32)cc1` in A3G deaminase: 3
Entry for `O=C(c1ccc(F)cc1)C1CCN(C(=O)NCc2ccccc2)CC1` in MIN6 prolif: -1
Entry for `Cc1c(C(=O)NCc2ccco2)oc2ccccc12` in NLRP3 yeast inh: 9

The main list resumes, starting 4 compounds before the break.
smiles,NLRP3 yeast inh,A3G deaminase,hIAP act,mIAP block,SENP1 FRET inh,mIAP act,MIN6 prolif,hIAP inh,A3A deaminase
O=[N+]([O-])c1cccc(S(=O)(=O)N2CCCCCC2)c1,-8,-7,0.9,-3,-2,1,-2,10,5
COc1ccc(C(=O)N/C(=C\c2ccccc2)C(=O)Nc2ccc(C(=O)O)cc2)cc1,13,-6,1,8,0,0.92,-3,-4,-1
Cc1c(C(=O)NCc2ccco2)oc2ccccc12,9,-9,0.9,6,0,0.94,0,10,-3
Cn1cc(CC(=O)N2CCN(c3ccccc3F)CC2)c2ccccc21,25,-11,1,-4,-3,1,-1,-4,-4
CCc1ccc(OCCCCN(C)Cc2ccccc2)cc1,29,-3,0.89,-2,1,1,-4,11,-4
CN(C)c1ccc(C2CC(=O)OC3=C2C(=O)CC(C)(C)C3)cc1 (stereo not given),6,-9,0.98,-1,4,1,-3,2,-3
O=C(C1=C(O)C(=O)N(c2nc3ccc(Cl)cc3s2)C1c1ccco1)c1ccco1 (stereo not given),-6,41,0.89,26,-51,0.74,-7,11,88
CCOC(=O)c1cc(NC(=O)c2cccnc2)cc(C(=O)OCC)c1,13,-6,0.86,-2,1,1,2,14,-4
CSc1nc2ccccc2s1,17,-7,0.97,9,-3,0.91,-2,3,-3
O=S(=O)(c1cccc(S(=O)(=O)N2CCOCC2)c1)N1CCCCCC1,14,-9,1.1,7,0,0.93,0,-11,0
CN(C(=O)c1cc(-c2ccccc2)on1)C1CCCCC1,18,-9,1.1,1,1,0.99,-1,-7,-3
O=C(NCCc1ccccc1)c1cccc(S(=O)(=O)NCc2ccccc2)c1,19,-13,1.1,-7,-1,1.1,5,-8,-2
CCOC(=O)C(=CNc1cc(C)ccc1C)C(=O)OCC,9,-4,1,-8,1,1.1,-5,0,0
O=C(CN(c1ccccc1F)S(=O)(=O)c1ccccc1)N1CCCCCC1,8,-8,0.85,-4,2,1,1,15,-6
COc1ccc(C(=O)NCC(C)CN(C)C)cc1 (stereo not given),16,-10,1.2,-1,1,1,0,-19,-6
CCn1c(C)nc2cc(S(=O)(=O)N3CCCC3)ccc21,3,-1,1.1,14,-15,0.86,0,-6,2
CC(=O)c1cccc(NC(=O)CN2C=NS(=O)(=O)c3ccc(C)cc32)c1,6,-5,0.92,1,1,0.99,5,8,-3
Cc1c(NC(=S)NC(NC(=O)C(C)C)C(Cl)(Cl)Cl)c(=O)n(-c2ccccc2)n1C (stereo not given),2,-10,0.97,-7,2,1.1,0,3,4
CCN(C(=O)COC(=O)c1c(C)c(-c2ccccc2)nc2ccccc12)C1CCS(=O)(=O)C1 (stereo not given),-2,-2,1,6,5,0.94,-1,0,0

Rewritten field by field: entries from further up.
O=C(Nc1cc(Br)c(O)c(Br)c1)c1cccc(NC(=O)c2ccco2)c1
  NLRP3 yeast inh: 24 | A3G deaminase: -7 | hIAP act: 0.9 | mIAP block: 0 | SENP1 FRET inh: -1 | mIAP act: 1 | MIN6 prolif: 1 | hIAP inh: 10 | A3A deaminase: -3
Cc1ccccc1NC(=O)c1ccc(OCC(=O)Nc2ccccc2F)cc1
  NLRP3 yeast inh: 30 | A3G deaminase: -10 | hIAP act: 1.1 | mIAP block: -4 | SENP1 FRET inh: 2 | mIAP act: 1 | MIN6 prolif: -5 | hIAP inh: -10 | A3A deaminase: -2

New compounds follow
smiles,NLRP3 yeast inh,A3G deaminase,hIAP act,mIAP block,SENP1 FRET inh,mIAP act,MIN6 prolif,hIAP inh,A3A deaminase
CCc1ccc2nc(/N=C(\N)NC(=O)c3ccccc3)nc(C)c2c1,22,7,0.99,12,-2,0.88,-1,1,5
COc1cccc(-n2c(O)c(C=NCc3ccccn3)c3ccccc3c2=O)c1,9,4,0.84,-4,0,1,-2,16,0
Oc1ccc(N=Nc2ccc3c(c2)OCCO3)c2cccnc12,26,3,0.76,22,5,0.78,-6,24,7
COc1ccc(Cl)cc1-c1nc(SCC(=O)N(C)C)n[nH]1,-9,-1,0.92,2,1,0.98,-4,8,6
O=C1c2cccc3cccc(c23)C(=O)N1CC1CCN(CC(O)COc2ccc3ccccc3c2)CC1 (stereo not given),24,1,0.88,8,2,0.92,-6,12,4
O=C(NCc1ccc(Cl)s1)C1CCC(=O)N(CCc2cccc(F)c2)C1 (stereo not given),-1,-6,0.93,-3,2,1,4,7,-6
CN(C)CCCn1c2c(c(SCC(=O)Nc3ccc4c(c3)OCO4)nc1=O)CCCC2,20,-1,1.2,-4,1,1,0,-19,2
NC(=O)c1ccsc1NC(=O)CSc1nnc(NC2CC2)s1,12,-8,0.91,-2,-3,1,-2,9,-3
Cc1ccc(-c2nc(-c3cccnc3)no2)cc1,27,-2,0.95,3,0,0.97,-2,5,1
Cc1cc2c(c(N3CCOCC3)n1)C(=O)OC2,8,-6,0.98,4,2,0.95,1,2,-3
O=C(NC(=O)N1CCCC1)c1csnn1,13,3,1.1,-8,1,1.1,-1,-6,5
O=C1c2ccccc2COc2ccc(O)cc21,28,-6,1.2,2,1,0.97,0,-16,-1
CCCCCCOc1ccc(/C=C/C(=O)N2CCOCC2)cc1OC,15,-9,0.79,1,2,0.99,-3,21,-7
CCc1nccn1S(=O)(=O)c1cc(OC)ccc1OC,6,11,1,-8,1,1.1,-1,0,0
COc1ccc(CN(C)CC(=O)Nc2ccccc2C(=O)NC2CC2)cc1F,12,2,1,3,1,0.97,-2,0,2
CCOCCc1nnc(NC(=O)Cc2c(F)cccc2Cl)s1,-9,-7,0.96,5,2,0.95,3,4,-2

Compound activity from PubChem.
